SW480 rerep = A quantitative high throughput screen for small molecules that induce DNA re-replication in SW480 colon adenocarcinoma cells; SW480 DNA re-replication, Hoechst DNA content imaging, 48 h; Potency, µM (titrated, usually from 46.1 µM), for the others: at the top dose re-replication activation, usual class: activators; 340,000 compounds, 1.8% hits; note: potency is the fitted concentration of half-maximal effect; % of control where 0% means no effect; nearly all actives have a fitted effect of over 55% in size
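Compounds, transferred as 23 nL by pin tool, were incubated with cells for 48 hr; DNA content per nucleus was then quantified by Hoechst staining and fluorescence plate imaging.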
ATXN2 expr inh = Primary qHTS for Inhibitors of ATXN expression. HEK-293 ATXN2-luciferase reporter, luminescence, 24 h. Potency, µM (titrated, usually from 57 µM), inactives show top-dose activity change, negative = inhibition, actives largely listed as inhibitors. 360,000 compounds, 0.72% hits. AID 1745845, 2022; note: potency is the fitted concentration of half-maximal effect; % is set by controls: 0 for no effect and ±100 for the full control effect; nearly all actives have a fitted effect of over 55% in size
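ATXN2-luciferase reporter cells (luciferase flanked by upstream and downstream ATXN2 gene portions) were treated 24 h at 37 °C with compounds at up to 57 uM. SteadyGlo luminescence gave expression; GF-AFC fluorescence gave viability.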
HT1080NT lethal = qHTS for induction of synthetic lethality in tumor cells producing 2HG: qHTS for the HT-1080-NT fibrosarcoma cell line. HT-1080-NT fibrosarcoma viability, CellTiter-Glo ATP luminescence, 48 h. Potency, µM (series often up to 46.1 µM), without a hit: top-dose activity, negative = less viability, actives largely listed as cytotoxic. 360,000 compounds, 1.6% hits;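 note: NT is the 2HG producing partner of a matched IDH1 knockdown line; potency is the fitted concentration of half-maximal effect; 0% = DMSO-treated cells and -100% = media-only wells without cells; nearly all actives have a fitted effect of over 55% in size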
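Viability of the 2HG-overproducing fibrosarcoma line after 48 hours of compound exposure at 37 degrees C was determined by luminescence with CellTiter-Glo, and concentration-effect curves were then fitted and categorized.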
KB-3-1 tox = qHTS assay for MDR1-selective chemotherapeutics: Primary screen using the parental adenocarcinoma cell KB-3-1 | KB-3-1 viability, CellTiter-Glo ATP luminescence, 72 h | Potency, µM (titrated, usually from 46.1 µM), for inactives: at the top dose activity change, negative = cytotoxic, actives largely listed as cytotoxic | 400,000 compounds, 1.4% hits; note: potency is the fitted concentration of half-maximal effect; % is set by controls: 0 for no effect and ±100 for the full control effect; nearly all actives have a fitted effect of over 60% in size
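Screening of KB-3-1 cells (DMEM, 10% FBS, phenol-red free) ran from lowest to highest compound concentration; after 72 h at 37 °C viability was read luminescently and curves fitted.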
MCF10A rereplic = A quantitative high throughput screen for small molecules that induce DNA re-replication in MCF 10a normal breast cells; MCF 10A DNA re-replication, Hoechst nuclear intensity, 48 h; AID 624296, 2012; Potency, µM (doses to about 46.1 µM), for inactives: top-dose activity, positive = re-replication, most hits filed as activators; 350,000 compounds, 2.9% hits; note: potency is the fitted concentration of half-maximal effect; % of control where 0% means no effect; nearly all actives have a fitted effect of over 50% in size
HepG2 tox = qHTS for Inhibitors of TGF-b: Cytotox Counterscreen | AID 588856, 2011 | 410,000 compounds, 0.76% hits | Potency, µM (titrated, usually from 46.1 µM), without a hit: top-dose activity change, negative = cytotoxicity, most hits filed as cytotoxic | HepG2 CAGA-GFP viability, ATP luminescence, 18 h; note: potency is the fitted concentration of half-maximal effect; some results filed as inactive show a strong effect at the top dose
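HepG2 CAGA-GFP cells (1000/well, DMEM with 1% FBS) received compound, then TGF-beta at 500 pg/mL final, and were incubated 18 hours at 37 degrees C. Viability was read by CellTiter-Glo luminescence. Media-only wells were set as complete cell-killing and DMSO as no toxicity.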
IL1B secr inh = qHTS for Inhibitors of Inflammasome Signaling: IL-1-beta AlphaLISA Primary Screen; THP-1 LPS/ATP IL-1B secretion, AlphaLISA, 16 h; stronger effect = lower value; activity change, % at 57.5 µM; 360,000 compounds, 4.7% hits; in the data active = activity change below about -50%; inconclusive = mostly about -30% to -49%; note: % is set by controls: 0 for no effect and ±100 for the full control effect
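Secreted IL-1B measured by AlphaLISA bead assay after 16 h compound exposure of THP-1 cells; compounds (final up to 57.5 uM) added 1 h before LPS (250 ng/mL) and ATP (1.25 mM) stimulation; lower signal means less secretion.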
S2 tox = Viability Counterscreen for Primary qHTS for Inhibitors of ATXN expression. S2 cells (HEK-293 line with an ATXN2-luciferase reporter) viability, CellTiter-Fluor protease fluorescence, 24 h. 400,000 compounds, 0.49% hits. Potency, µM (doses to about 56.7 µM), most hits filed as cytotoxic; note: potency is the fitted concentration of half-maximal effect; nearly all actives have a fitted effect of over 40% in size
HT1080 IDH1KD tx = qHTS for induction of synthetic lethality in tumor cells producing 2HG: qHTS for the HT-1080-IDH1KD cell line. HT-1080 IDH1 knockdown viability, ATP luminescence, 48 h. Potency, µM (series often up to 46.1 µM), inactives show top-dose activity, negative = toxicity, most hits filed as cytotoxic. 360,000 compounds, 2% hits;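 note: potency is the fitted concentration of half-maximal effect; 0% = DMSO wells and -100% = cell-free medium wells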
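In this qHTS, HT-1080 cells depleted of IDH1 are exposed for 48 h at 37 °C to compound titrations. Toxicity is scored from CellTiter-Glo luminescence, with DMSO as full viability and medium alone as none.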
* hit, by the source's call; i = inactive; ? = inconclusive; nt = not tested or not shown; & = joins results of further samples; [ ] = dose if it differs, or a comment. Unless noted, calls come from the whole dose curve; as a rule, active = well fitted curve in the direction sought with a large enough effect; inconclusive = small, poorly fitted or top-dose-only effect, or another doubt; inactive = no such curve, though single readings can be large; an effect the other way counts as inactive or inconclusive. Compounds as they come (roughly 8.9% active in at least one column).

No.	canonical_smiles	SW480 rerep	ATXN2 expr inh	HT1080NT lethal	KB-3-1 tox	MCF10A rereplic	HepG2 tox	IL1B secr inh	S2 tox	HT1080 IDH1KD tx
1	CSc1ccc(CN2CCN(Cc3ccccc3)C(CCO)C2)cc1 (stereo unspecified)	-1%	-16%	-17%	-4%	8%	-10%	-25	i	-7%
2	Cc1csc(=O)n1CC(=O)OC(C)C(=O)Nc1ccc(N(C)C)cc1 (stereo unspecified)	?	0%	18%	-2%	-6%	1%	-14	i	20%
3	O=C(C(=O)N1CCOCC1)c1cn(CC(=O)N2CCCCC2)c2ccccc12	1%	6%	8%	nt	-2%	-49%	-6	i	12%
4	Cc1cccnc1CNC(=O)C1(C)CCCN1CC(C)C (stereo unspecified)	nt	-23%	24%	-1%	nt	-23%	53	i	26%
5	O=C(CSc1nnc2ccccn12)N1CCc2ccccc2C1	-27%	43%[activator]	4%	2%	0%	11%	9	i	12%
6	O=C(c1ccccc1F)N(Cc1cccs1)C1CCS(=O)(=O)C1 (stereo unspecified)	-6%	-10%	4%	5%	0%	-4%	4	i	0%
7	COc1ccc(-n2nc3c(c2NC(C)=O)CS(=O)(=O)C3)cc1	-6%	6%	4%	0%	-9%	25%	?	i	0%
8	CC(=O)c1ccc(N2CCN(S(=O)(=O)c3ccc4c5c3CC(=O)N5CC(C)S4)CC2)cc1 (stereo unspecified)	5%	nt	0%	-23%	2%	-24%	1	i	5%
9	Cc1ccc(COc2ccc(-c3cc(C(F)(F)F)n4nc(C)cc4n3)cc2)cc1	nt	1%	nt	-4%	nt	-10%	nt	i	nt
10	COc1ccc(CN2CCN(CCCc3ccccc3)C(CCO)C2)cc1OC (stereo unspecified)	2%	0%	2%	-16%	18%	-3%	-13	i	-3%
11	Cc1nn(CC#N)c(=O)n1-c1ccc(Cl)cc1	10%	-24%	4%	-6%	4%	-7%	-11	i	-3%
12	Cc1ccc(CNC(=O)CCCCn2c(=O)[nH]c3ccsc3c2=O)cc1	-3%	nt	0%	3%	2%	-8%	-10	i	0%
13	Cc1occc1-c1nnc(SCc2cc(=O)n3cc(Br)ccc3n2)n1C	2%	0%	1%	-8%	0%	2%	-21	i	1%
14	Cc1cc(C)c(NC(=O)Nc2sc3nc4n(c(=O)c3c2C)CCC(C)CC4)c(C)c1 (stereo unspecified)	nt	6%	nt	0%	nt	-20%	nt	i	nt
15	Cc1noc(C)c1NC(=O)N(C)C[C@H]1Oc2ccc(NC(=O)C3CC3)cc2C(=O)N([C@H](C)CO)C[C@@H]1C	-9%	7%	14%	0%	-28%	-2%	10	?	7%
16	Cc1ccc(-n2ncc(C(=O)NCCN3CCc4ccccc4C3)c2C2CCNCC2)cc1C	nt	-14%	nt	-16%	nt	-23%	nt	i	nt
17	CC(Oc1ccccc1)C(=O)Nc1c2c(nn1-c1ccccc1)CS(=O)(=O)C2 (stereo unspecified)	-16%	-7%	-1%	-11%	4%	1%	i	i	9%
18	COc1cc2c(c(OC)c1OC)C(c1ccc3c(c1)OCO3)CC(=O)O2 (stereo unspecified)	8%	13%	-6%	9%	?	6%	33	i	8%
19	Cc1ccc(Cl)cc1NC(=O)CCC(=O)Nc1cc(Cl)ccc1C	0%	-11%	6%	1%	2%	2%	10	i	6%
20	Cc1ccc(S(=O)(=O)CC(=O)N(C)C)cc1	-3%	5%	23%	4%	-2%	-1%	6	i	9%
21	CC1CCCCN1C(=O)COC(=O)CSc1ccc(C(N)=O)cc1[N+](=O)[O-] (stereo unspecified)	6.5µM*	-7%	7%	0%	?	12%	16	i	1%
22	O=C(Cn1cnc([N+](=O)[O-])n1)NCc1ccccc1	-4%	-12%	20%	4%	-3%	6%	-3	i	22%
23	COc1ccccc1OCc1nc2ccccc2[nH]1	-10%	30%	3%	25%	0%	-3%	-24	i	10%
24	CCC1=C(OC(=O)N(CC)CC)N2C(=O)OC(=NCc3ccccc3)[C@]2(C)[C@H]2C1=CC[C@H]1C(=O)N(CC(=O)OC)C(=O)[C@H]12	-10%	-5%	2%	12%	?	-17%	14	i	-5%
25	CCOC(=O)c1ccc(NC(=O)c2cc(C)nn2-c2ccccc2)cc1	-5%	6%	2%	-3%	9%	-9%	-3	i	2%

SW480 rerep: entries above that show a hit
item	Structure	SW480 rerep	IL1B secr inh
21	CC1CCCCN1C(=O)COC(=O)CSc1ccc(C(N)=O)cc1[N+](=O)[O-] (stereo unspecified)	6.5µM*	16

Following part.
No.	canonical_smiles	SW480 rerep	ATXN2 expr inh	HT1080NT lethal	KB-3-1 tox	MCF10A rereplic	HepG2 tox	IL1B secr inh	S2 tox	HT1080 IDH1KD tx
26	Cc1ccc(NC(=O)Nn2cnnc2)cc1	-7%	-4%	-1%	-15%	-37%	-23%	-26	i	-5%
27	CCCSc1nc(O)c(C2OC(=O)c3c2ccc(OC)c3OC)c(=O)n1C (stereo unspecified)	7%	0%	-4%	0%	1%	-35%	-18	i	0%
28	CN(C)NC(=O)C12CCC(C)(C(=O)O1)C2(C)C (stereo unspecified)	-8%	nt	-2%	8%	0%	13%	8	i	-1%
29	CC1(C(=O)Nc2cccc3ncccc23)CCN1C(=O)C1(c2ccccc2)CC1 (stereo unspecified)	nt	-3%	9%	0%	nt	11%	19	i	23%
30	CC(C)CNC(=O)NC(=O)COc1ncnc2sccc12	-11%	-2%	-1%	-8%	-3%	-3%	3	i	-6%
31	COc1ccccc1N(C(=O)CCl)c1cn(C(C)=O)c2ccccc12	?	nt	1.5µM*	?	?	11µM*	-60*	6.3µM*	7.3µM*
32	O=S(=O)(/N=C(/Nc1nccs1)c1ccc(F)cc1)c1ccccc1	-1%	-6%	-1%	-3%	-2%	-2%	-9	i	-5%
33	CN(C)N=Nc1nc2c(c(=O)n(C)c(=O)n2C)n1C	5%	-11%	25%	13%	0%	-5%	0	i	15%
34	CC(=O)Nc1ccc(C(=O)OCC(=O)NC2CCCCCCC2)cc1	-6%	0%	0%	0%	0%	2%	10	i	1%
35	CCN(CC)S(=O)(=O)c1cccc(C(=O)N2CC(O)CC2C(=O)OC)c1 (stereo unspecified)	3%	-5%	15%	-8%	13%	0%	25	i	10%
36	COc1ccccc1C(=O)Nc1ccc(Oc2ncnc3sc(-c4ccccc4)cc23)cc1	0%	-2%	2%	7%	5%	-9%	14	i	1%
37	CN1CCN(CC(C)(C)NS(=O)(=O)c2ccc(Cl)cc2)CC1	3%	-2%	4%	3%	-2%	-4%	-5	i	0%
38	CCSc1nc2c(c(=O)[nH]1)C(c1cccs1)C(C(=O)OC)=C(C)N2 (stereo unspecified)	0%	-6%	0%	1%	1%	-4%	-5	i	-2%
39	NC(=O)c1nn(-c2ccc(Oc3ccccc3)cc2)c(=O)cc1O	-7%	21%	6%	14%	0%	0%	16	i	2%
40	COc1ccc(C2Nc3ccccc3C(=O)N2O)cc1OC (stereo unspecified)	?	6%	1%	12%	-1%	-28%	10	i	10%
41	CCOC(=O)C1CCN(C(=O)c2cc(COc3ccc(OC)c4ccccc34)on2)CC1	-1%	39%[activator]	0%	1%	13%	-15%	0	i	1%
42	O=C(Nc1ccc(OC(F)(F)F)cc1)c1ccc(S(=O)(=O)N2CCOCC2)o1	?	-35%	-11%	-20%	16%	-53%	-51*	i	-6%
43	O=C(CSCc1cc(=O)n2nc(C3CC3)sc2n1)Nc1ccc(F)cc1	-13%	4%	8%	-2%	-2%	1%	-1	i	16%
44	CCN1CCCC1CNC(=O)C1c2cc(OC)c(OC)cc2C(=O)N(C)C1c1cccnc1 (stereo unspecified)	-2%	-7%	-2%	-3%	3%	-9%	4	i	-1%
45	CCn1c(SC(C)C(=O)NCC2CCCO2)nc2scc(-c3ccccc3)c2c1=O (stereo unspecified)	-55%[inhibitor]	-37%	-2%	-23%	?	-5%	-3	i	1%
46	COc1cc(C2NC(=O)NC(C)=C2C(=O)OC2CCCCC2)cc(Br)c1O (stereo unspecified)	?	5%	?	19%	?	-14%	-11	i	?
47	CCCCCn1c(CCC(=O)Oc2ccccc2OC)nc2c1c(=O)[nH]c(=O)n2CCCC	0%	3%	3%	12%	-10%	-10%	13	i	-11%
48	CCCn1nnnc1NCc1ccc(N2CCCC2)cc1	-2%	2%	2%	-6%	9%	-15%	13	i	9%
49	Cc1ccc(C(=O)NCCN(C)C)cc1C	-1%	17%	9%	-1%	2%	1%	-8	i	1%
50	Cc1cccc(Nc2c(-c3ccc(N4CCOCC4)cc3)nc3ncccn23)c1	-1%	-2%	10%	-5%	27%	0%	-3	i	4%
51	CCN(CC)S(=O)(=O)c1ccc(OC)c(NC(=O)c2cccs2)c1	1%	7%	10%	1%	-1%	0%	-9	i	-2%
52	C/C(N)=C(/C#N)C(=O)COC(=O)CCSc1ccccc1	1%&-3%	-1%&-13%	13%&0%	1%&-10%	-1%&-1%	8%&-12%	26&14	i	20%&-7%
53	CCOC(=O)N(C)c1ccc(C(O)(C(F)(F)F)C(F)(F)F)cc1	-2%	19%	-7%	-14%	-8%	-23%	0	i	-9%

A draw from above in order of molecular weight, low to high.
No.	canonical_smiles	SW480 rerep	ATXN2 expr inh	HT1080NT lethal	KB-3-1 tox	MCF10A rereplic	HepG2 tox	IL1B secr inh	S2 tox	HT1080 IDH1KD tx
27	CCCSc1nc(O)c(C2OC(=O)c3c2ccc(OC)c3OC)c(=O)n1C (stereo unspecified)	7%	0%	-4%	0%	1%	-35%	-18	i	0%
42	O=C(Nc1ccc(OC(F)(F)F)cc1)c1ccc(S(=O)(=O)N2CCOCC2)o1	?	-35%	-11%	-20%	16%	-53%	-51*	i	-6%
41	CCOC(=O)C1CCN(C(=O)c2cc(COc3ccc(OC)c4ccccc34)on2)CC1	-1%	39%[activator]	0%	1%	13%	-15%	0	i	1%

From PubChem
